HTT aggregate = mutant huntingtin aggregation inhibition; PC12 HttQ103-GFP aggregates, Acumen cytometry, 40 h; Potency, µM (titrated, usually from 46.1 µM), for inactives: top-dose activity change, negative = inhibition, usual class: inhibitors; 220,000 compounds, 1.1% hits; further: potency means the concentration at half of the fitted maximal effect; on the % scale 0 is the no-effect control and ±100 the full control effect; nearly all actives have a fitted effect of over 60% in size
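Huntingtin Q103 exon 1–GFP aggregates in induced PC12 cells (100 nM tebufenozide) were quantified by cytometry from lysates, with compounds dosed in titration.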
GAA glycogen = inhibitors or activators of human alpha-glucosidase glycogen cleavage; P10253; recombinant GAA, glycogen substrate, Amplex Red glucose oxidase fluorescence; Potency, µM (series often up to 76.4 µM), for the others: top-dose activity change, negative = inhibition, hits mostly inhibitors; 300,000 compounds, 0.38% hits;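 further: potency means the concentration at half of the fitted maximal effect; 0% = full enzyme reaction and -100% = no-enzyme basal signal; the screen sought inhibitors and activators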
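Recombinant human enzyme (4 nM); glycogen substrate; 37 C, 40 min, pH 5.0. Readout: coupled glucose oxidase/Amplex Red fluorescence.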
HTT ATP protect = protects HTT-Q103 PC12 cells, measured by ATP | PC12 HTT-Q103 induced, cytoprotection, ATP luminescence, 40 h | Potency, µM (doses to about 56.4 µM), for inactives: cytoprotection (ATP increase), actives largely listed as activators | 230,000 compounds, 0.14% hits;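 further: potency means the concentration at half of the fitted maximal effect; % of control where 0% means no effect; nearly all actives have a fitted effect of over 45% in size; toxic huntingtin expression switched on by the ecdysone agonist tebufenozide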
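Huntington model: PC12 line, ecdysone-inducible HTTQ103 exon1–GFP, tebufenozide 100 nM. Test articles in a dose series. Endpoint luminescence from cellular ATP.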
GAA inhib = blocks human lysosomal alpha-glucosidase | Potency, µM (series often up to 76.9 µM), inactives show at the top dose activity change, negative = inhibition, hits mostly inhibitors | purified human GAA, 4-MU-alpha-glucoside fluorescence | P10253 | 200,000 compounds, 0.005% hits;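 further: potency means the concentration at half of the fitted maximal effect; plate controls were uninhibited enzyme wells for no effect and no-enzyme background for full effect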
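Enzyme (4 nM final) mixed with compound (up to 77 uM), then 4-MU-alpha-D-pyranoside (400 uM final) added; 20 min at room temperature, pH 5.0. Reaction stopped at pH 10, fluorescence read, AC50 derived by Hill fit.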
Lamin A splicing = modulators of lamin A splicing | 200,000 compounds, 0.01% hits | Potency, µM (titrated, usually from 46.1 µM), without a hit: top-dose ratio change, negative = inhibition, most hits filed as inhibitors | HeLa LMNA splicing GFP/RFP minigene ratio, 48 h; active means well fitted inhibition curve with a large enough effect in the signal ratio, with a control signal flat, not every such curve was filed as active; inconclusive means small, poorly fitted or top-dose-only effect, or effect the other way, or a change in a side signal; the % refers to the signal ratio; further: potency means the concentration at half of the fitted maximal effect; on the % scale 0 is the no-effect control and ±100 the full control effect
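S3 HeLa stable clones carrying a lamin A-EGFP splicing minigene plus DsRed2 were seeded at 600 cells/well in Opti-MEM with 2% FBS, pin-dosed and incubated 48 h at 37°C. Acumen cytometry (488 nm) gave the GFP/RFP total-intensity ratio.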
aGlu spleen mod = lysosomal alpha-glucosidase (human) modulation; P10253; human spleen homogenate, 4-MU-alpha-glucoside fluorescence; Potency, µM (series often up to 79.9 µM), without a hit: at the highest dose activity change, negative = inhibition, usual class: inhibitors; 240,000 compounds, 0.006% hits;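 further: potency means the concentration at half of the fitted maximal effect; 0% = enzyme with vehicle and -100% = no enzyme basal signal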
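Compounds were titrated against alpha-glucosidase in spleen homogenate at pH 5.0, with 1 mM 4-methylumbelliferyl substrate for 40 min at 37 C. Reactions were quenched with pH 10 NaOH/glycine and fluorescence measured.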
CBFb-RUNX1 inh = inhibitors of human CBF-beta and RUNX1 interaction; AlphaScreen CBFb-His/RUNX1-biotin binding, biochemical; Potency, µM (doses to about 59.8 µM), for inactives: at the highest dose activity, negative = inhibition, hits mostly inhibitors; AID 1477; 230,000 tested, under 10 active; Q01196+Q13951; further: % of control where 0% means no effect
Target sequence (Q01196 whole entry, looked up): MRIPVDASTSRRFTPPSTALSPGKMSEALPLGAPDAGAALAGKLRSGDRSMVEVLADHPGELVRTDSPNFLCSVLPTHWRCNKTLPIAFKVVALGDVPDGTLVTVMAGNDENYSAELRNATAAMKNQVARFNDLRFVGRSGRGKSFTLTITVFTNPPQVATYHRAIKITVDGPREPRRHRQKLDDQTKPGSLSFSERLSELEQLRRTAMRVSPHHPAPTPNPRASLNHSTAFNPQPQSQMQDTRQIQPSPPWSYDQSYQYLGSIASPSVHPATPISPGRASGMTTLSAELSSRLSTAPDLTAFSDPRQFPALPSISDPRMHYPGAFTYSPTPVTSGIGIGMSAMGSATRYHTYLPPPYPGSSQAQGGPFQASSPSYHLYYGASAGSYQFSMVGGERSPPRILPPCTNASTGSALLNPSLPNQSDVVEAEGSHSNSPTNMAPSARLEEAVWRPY
Target sequence (Q13951 whole entry, looked up): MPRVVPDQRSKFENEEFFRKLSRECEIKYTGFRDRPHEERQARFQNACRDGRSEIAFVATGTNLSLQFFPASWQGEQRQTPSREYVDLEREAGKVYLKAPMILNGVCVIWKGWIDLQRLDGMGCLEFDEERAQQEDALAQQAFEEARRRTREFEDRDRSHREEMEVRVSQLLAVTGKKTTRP
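AlphaScreen binding: CBFb-His and RUNX1-biotin (30 nM each) preincubated 20 min, compound added for 15 min, then nickel and streptavidin beads for 90 min, all at room temperature. Disruption of the interaction by any mechanism counts as activity.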
Starred values were filed as active, the others as inactive; ? = inconclusive; / = no result given; & = joins results of further samples; [ ] = another dose, or the depositor's remark. Unless noted, the call rests on the fitted dose curve; in most records, active means well fitted curve in the direction sought with a large enough effect; inconclusive means small, poorly fitted or top-dose-only effect, or another doubt; inactive means no such curve, though single readings can be large; an effect the other way counts as inactive or inconclusive.

SMILES	HTT aggregate	GAA glycogen	HTT ATP protect	GAA inhib	Lamin A splicing	aGlu spleen mod	CBFb-RUNX1 inh
O=C(NC1CCCC1)C(c1cccnc1)N(CCc1ccccc1)C(=O)c1ccco1 (centres undefined)	0%[9.22 µM]	8%	-1%[10 µM]	-1%	5%[46 µM]	-6%	-1%
CCCCNC(=S)Nc1ccc2nc3n(c(=O)c2c1)CCCCC3	2%	2%	16%[10 µM]	9%	?	-10%	-14%
CCCCCN=C(N)N/N=C/c1c[nH]c2ccc(OC)cc12	7%	/	-24%&-8%	/	-10%	3%&5%	9%
Cc1ccsc1/C=N/NC(=O)C(N)=O	-3%	9%	-22%	-2%	/	/	-7%
CCN(CC)CCn1c(-c2ccccc2)nc2c(NC3CCCCC3)nc(C)nc21	/	/	-16%	/	/	-7%	8%
C=CCNC(=S)Nc1ccc(N2CCOCC2)c(S(=O)(=O)Nc2ccccc2Cl)c1	21%	-12%	5%	2%	-12%[46 µM]	2%	-14%
O=C(COc1cccnc1[N+](=O)[O-])N1CCN(S(=O)(=O)c2ccc3ccccc3c2)CC1	5%	-17%	40%[10 µM]	?	?	-20%	-7%
Cc1nn(C)c(=O)c(N)c1-c1cc(-c2ccc(Cl)c(Cl)c2)n[nH]1	25%[9.22 µM]	-4%	39%[10 µM]	/	/	0%	6%
COc1ccc(-c2ccc(SCC(=O)NCc3ccco3)nn2)cc1	15%	3%	-51%[inhibitor]	8%	?	-5%	4%
O=C(NCCN1CCOCC1)/C(=C\c1ccc(Br)cc1)NC(=O)c1cccs1	-8%	6%	16%[10 µM]	-4%	-1%	1%	2%
CCOc1cccc(=O)c2c(C)n(Cc3ccco3)c(C)c12	10%	8%	0%	-4%	17%	1%	3%
CCCN1CCC(=O)N([C@H](CSc2ccc(Br)cc2)c2ccccc2)CC1	7%[9.22 µM]	9%	-17%[10 µM]	/	/	-2%	-3%

Looked up by compound from the entries so far:
SMILES	HTT aggregate	GAA glycogen	HTT ATP protect	GAA inhib	Lamin A splicing	aGlu spleen mod	CBFb-RUNX1 inh
O=C(NC1CCCC1)C(c1cccnc1)N(CCc1ccccc1)C(=O)c1ccco1 (centres undefined)	0%[9.22 µM]	8%	-1%[10 µM]	-1%	5%[46 µM]	-6%	-1%
C=CCNC(=S)Nc1ccc(N2CCOCC2)c(S(=O)(=O)Nc2ccccc2Cl)c1	21%	-12%	5%	2%	-12%[46 µM]	2%	-14%
Cc1ccsc1/C=N/NC(=O)C(N)=O	-3%	9%	-22%	-2%	/	/	-7%

The main list resumes with the 4 entries that preceded the break.
SMILES	HTT aggregate	GAA glycogen	HTT ATP protect	GAA inhib	Lamin A splicing	aGlu spleen mod	CBFb-RUNX1 inh
COc1ccc(-c2ccc(SCC(=O)NCc3ccco3)nn2)cc1	15%	3%	-51%[inhibitor]	8%	?	-5%	4%
O=C(NCCN1CCOCC1)/C(=C\c1ccc(Br)cc1)NC(=O)c1cccs1	-8%	6%	16%[10 µM]	-4%	-1%	1%	2%
CCOc1cccc(=O)c2c(C)n(Cc3ccco3)c(C)c12	10%	8%	0%	-4%	17%	1%	3%
CCCN1CCC(=O)N([C@H](CSc2ccc(Br)cc2)c2ccccc2)CC1	7%[9.22 µM]	9%	-17%[10 µM]	/	/	-2%	-3%
COc1ccc(CSCC(=O)N/N=C/c2ccc(OCC(=O)NCc3ccco3)cc2)cc1	24%	-2%	6%	-1%	-1%	-5%	-11%
COc1ccc(-c2nn(-c3ccccc3C)cc2CNCCc2cnc[nH]2)cc1F	7%[9.22 µM]	2%	20%[10 µM]	14%	/	-6%	-14%
CC(C)N(CCO)C(=O)CCc1nnc(Cc2cccc(C(F)(F)F)c2)o1	17%[9.22 µM]	12%	19%[10 µM]	-12%	/	-1%	7%
CC(=O)N(Cc1ccccc1C)c1cccc(C)c1C	12%	-10%	-61%[inhibitor]	-2%	-7%[46 µM]	0%	12%
CCCOC(=O)c1c(-c2ccccc2)nc(CC)c(C(=O)SCC)c1CCC	/	/	11%[1.9 µM]	/	-23%	5%	11%
CCCN(CCC)C(C(=O)Nc1cccc(OC)c1)c1ccccc1 (centres undefined)	1%	-1%	-2%[0.074 µM]	-6%	?	-5%	9%
CC(NS(=O)(=O)c1ccc(Br)cc1)C(N)=O (centres undefined)	?	4%	7%[1.9 µM]	2%	-6%	2%	5%
CC1CC(C)CN(S(=O)(=O)c2ccc(C(=O)Nc3nnc(-c4cccs4)o3)cc2)C1 (centres undefined)	7.9µM*	2%	-71%[inhibitor]	1%	?	-7%	-2%
O=C(/C=C/c1ccc2c(c1)OCO2)Nc1ccc(Cl)cn1	7%	0%	-57%[inhibitor]	12%	?	-6%	13%
O=C(CS(=O)Cc1ccccc1Cl)Nc1ccccc1Cl (centres undefined)	16%	3%	4%[10 µM]	?	23%[46 µM]	0%	2%
Cc1cccc(OCc2nnc(SCC(=O)N3CCc4ccccc43)n2C)c1	0%	-10%	-25%[10 µM]	-13%	4%	-6%	-3%
Cc1[nH]n(-c2ccccc2)c(=O)c1C=NC1CCCCC1	-15%	1%	-12%	-2%	/	6%	5%
COc1cccc(Cn2c(=O)c(-c3ccc(Cl)cc3)nc3cnc(N4CCN(C)CC4)nc32)c1	/	/	-50%[inhibitor]	/	14%	-7%	/
CCc1ccc(Cn2nnc(C(=O)NCc3ccccc3OC)c2N)cc1	14%	6%	-23%	-4%[15.4 µM]	5%	-2%	0%
Cc1[nH][nH]c(=O)c1C(c1c(C)[nH][nH]c1=O)c1cn(C)c2ccccc12	14%[9.22 µM]	?	9%[10 µM]	6%	/	-5%	1%
CCOC(=O)c1ccc(NC(=O)CN(C)S(=O)(=O)c2ccc(Br)s2)cc1	-4%	-8%	/	?	5%	-8%	2%
COc1cccc(C(=O)Nn2c(-c3cccs3)nc3ccccc3c2=O)c1OC	8%	-2%	4%[10 µM]	1%	5%	14%	-3%
CC1CCN(C(c2cc3cc4c(cc3[nH]c2=O)OCO4)c2nnnn2CC2CCCO2)CC1 (centres undefined)	15%	12%	5%	5%	6%	-5%	-1%
COc1ccc2c(c1)O[C@@H](c1cccc(C(F)(F)F)c1)[C@H](OC(=O)NC1CCCC1)C2=O	/	/	?	/	/	-6%	17%
COC(=O)c1ccccc1NC(=O)NCc1cccnc1	-12%	4%	-3%	4%	-10%	-2%	5%
CC(C)(C)c1ccc(/C=C2\Oc3cc(OC(=O)N4CCOCC4)ccc3C2=O)cc1	-8%	10%	10%[10 µM]	-1%	-4%	2%	3%
CCOC(=O)N1CCN(C(=O)COc2ccc(S(=O)(=O)Nc3ccc(OCC)cc3)cc2)CC1	?	-10%	-13%[10 µM]	0%	?	1%	14%
C/C(=N\NC(=O)C(=O)Nc1cccc(C(F)(F)F)c1)c1ccc(Cl)s1	?	-3%	-10%	0%	12%	-6%	0%
CCCC12CN3CC(C)(CN(C1)C3c1cccs1)C2=O (centres undefined)	-14%[9.22 µM]	2%	-30%[10 µM]	/	/	-7%	1%
CCC(=O)N(Cc1ccc2c(c1)OCO2)Cc1cc2cc(OC)ccc2[nH]c1=O	-4%	-7%	-21%	7%	-6%	8%	2%
CCOC(=O)c1sc(NC(=O)c2c(C)nn(Cc3ccccc3)c2C)cc1C	?	-10%	-15%[10 µM]	-8%	?	-2%	0%
COc1ccc(C2=NOC(C(=O)Nc3cccnc3)C2)cc1OC (centres undefined)	-41%[9.22 µM]	-2%	16%[10 µM]	/	/	-7%	?
O=C(CC(Sc1ccccc1)c1cccs1)c1ccco1 (centres undefined)	-5%	-15%	-11%	-7%	-1%	2%	0%
C=CCc1cccc2cc(C(=O)NC3=C(C#N)CCC3)c(=O)oc12	-24%	-8%	32%[10 µM]	-8%	-3%	-10%	4%
O=C(COc1ccc(Br)cc1CO)Nc1ccc(F)cc1	8%	-6%	-8%	-6%	6%	-6%	6%
CCO/C(C)=C1\C(=O)Nc2ccccc21	-3%	-10%	3%	-7%	0%	1%	3%
Cc1nnc(SCc2nnc(-c3cccs3)o2)n1Cc1ccccc1	-6%	-3%	13%[10 µM]	3%	-26%[46 µM]	-2%	1%
COc1cc2c(cc1OC)C(C)N(C(=O)c1nccnc1C(=O)O)CC2 (centres undefined)	23%[9.22 µM]	7%	9%[10 µM]	1%	4%[46 µM]	-3%	-2%
CC(=O)NC[C@@H]1CN(c2ccc(N3CCOCC3)c(F)c2)C(=O)O1	-16%	/	?	/	0%	/	/
COc1ccc2c(c1OC)C(=O)OC2C/C(=N\NC(N)=O)c1ccccc1 (centres undefined)	9%	5%	4%	-1%	?	3%	1%
CC(C)c1ccc(/C=N/n2cnnc2)cc1	19%[9.22 µM]	4%	14%[10 µM]	/	/	10%	-4%

Just CBFb-RUNX1 inh, HTT aggregate and GAA inhib, for 6 of the compounds above:
| molecule | CBFb-RUNX1 inh | HTT aggregate | GAA inhib |
| --- | --- | --- | --- |
| CCC(=O)N(Cc1ccc2c(c1)OCO2)Cc1cc2cc(OC)ccc2[nH]c1=O | 2% | -4% | 7% |
| CCOC(=O)c1sc(NC(=O)c2c(C)nn(Cc3ccccc3)c2C)cc1C | 0% | ? | -8% |
| COc1cc2c(cc1OC)C(C)N(C(=O)c1nccnc1C(=O)O)CC2 (centres undefined) | -2% | 23%[9.22 µM] | 1% |
| CC(C)c1ccc(/C=N/n2cnnc2)cc1 | -4% | 19%[9.22 µM] | / |
| COc1ccc(C2=NOC(C(=O)Nc3cccnc3)C2)cc1OC (centres undefined) | ? | -41%[9.22 µM] | / |
| Cc1nnc(SCc2nnc(-c3cccs3)o2)n1Cc1ccccc1 | 1% | -6% | 3% |

(further entries)
SMILES	HTT aggregate	GAA glycogen	HTT ATP protect	GAA inhib	Lamin A splicing	aGlu spleen mod	CBFb-RUNX1 inh
COc1c(C(=O)Nc2c(C)n(C)n(-c3ccccc3)c2=O)ccc2ccccc12	2%	2%	-3%	-11%	7%	-13%	10%
COc1ccc(Oc2ccccc2C#N)cc1	-18%	11%	-23%	?	-12%[46 µM]	5%	14%
CCn1cc(CNCc2cn[nH]c2-c2cc3ccccc3o2)cn1	-10%	8%	-26%	-4%	/	2%	8%
O=C(CSc1nnnn1-c1ccc(O)cc1)c1cc2ccccc2o1	-22%[9.22 µM]	2%	12%[10 µM]	/	/	5%	-2%
COc1ccc(-c2nc(-c3ccccc3)c(-c3cccs3)[nH]2)cc1OC	?	-3%	-55%[inhibitor]	-5%	?	2%	-22%
CCOC(=O)CCNC(=O)c1ccccc1Br	15%	-7%	10%	-2%	3%	0%	4%
CCOC(=O)c1sc2ncn(/N=C/c3ccc(O)c(OC)c3)c(=O)c2c1C	13%	20%	-7%	-4%	-27%[46 µM]	-9%	-4%

Compound activity (PubChem)
